Screening data: PubChem BioAssay, Broad Institute
MITF act – activators of MITF-driven TRPM1 promoter reporter, primary screen, cell-based, SK-MEL-5, luciferase, single point; SK-MEL-5 TRPM1-promoter luciferase, 24 h; % of positive control, neutral wells = 0; activation, % at 12.5 µM; hit rate 0.75% among 300,000; AID 588334, 2011;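 active = mean activation of at least 80% with every replicate also reaching 80%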;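 also: 0% = neutral control wells and 100% = parthenolide positive control wells; values of inactives mirror those of a sister screen read the other way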
PfHsp90 set2 – growth inhibition of PfHsp90-expressing yeast, primary screen, antimalarial PfHsp90 inhibitor project, S. cerevisiae, BacTiter-Glo luminescence, single point, set 2; BacTiter-Glo ATP, 48 h; yeast lacking PDR1 and PDR3 efflux regulators; hit rate 0.32% among 310,000; inhibition, % at 9.4 µM;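 active = every replicate shows inhibition above about 80%, whatever the replicate mean, limit read from the data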;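 also: 0% = DMSO neutral controls and 100% = 20 µM radicicol positive controls; yeast relying on Plasmodium falciparum Hsp90 in place of its own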
CAL PDZ FP-1 – CAL PDZ peptide-binding inhibitors, primary screen, biochemical, fluorescence polarization, Cer-tagged CAL PDZ, HTS; Golgi-associated PDZ and coiled-coil motif-containing protein (Homo sapiens), Q9HD26; inhibition, % at 20 µM; hit rate 0.02% among 330,000; AID 504414, 2011; purified CAL PDZ, TMR-peptide fluorescence polarization, 1 h;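 active = highest replicate inhibition of at least 40%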;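 also: plate controls were DMSO neutral control wells for no effect and unlabeled competitor peptide control wells for full effect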
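Read-out basis: mP drop reported as inhibition | Assay system: Tagged CAL PDZ protein CerCALP, purified | Benchmarks: Unlabelled peptide for full inhibition, DMSO wells as neutral | Schedule: 1 h incubation at room temperature before polarization reading | Buffer or medium: Sodium phosphate/NaCl buffer pH 7.4 with TCEP, IgG, Thesit | Doses: Single point, 20 µM | Measured by: Fluorescence polarization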
PvdQ acylase – P. aeruginosa PvdQ acylase inhibitors, primary screen, biochemical, fluorescence, plate reader and imaging, single point; purified PvdQ acylase; PvdQ acylase [Pseudomonas aeruginosa LESB58]; hit rate 0.063% among 340,000; inhibition, % at 10 µM; in the data active = inhibition above about 30%, passing the limit was not always enough;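 also: 0% = vehicle neutral wells and 100% = reference inhibitor wells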
Rtt109 Vps75 – inhibitors of C. albicans Rtt109/Vps75 HAT, primary screen, biochemical, ThioGlo CoA-SH fluorescence, plate reader | purified Rtt109/Vps75, 4 h | AID 540336, 2011 | inhibition, % at 34.9 µM | hit rate 0.16% among 330,000 | Histone acetyltransferase RTT109 (Candida albicans (strain SC5314 / ATCC MYA-2876)), …;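 active = inhibition of at least 50% in every replicate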
Target sequence (Q5AAJ8 whole entry, looked up): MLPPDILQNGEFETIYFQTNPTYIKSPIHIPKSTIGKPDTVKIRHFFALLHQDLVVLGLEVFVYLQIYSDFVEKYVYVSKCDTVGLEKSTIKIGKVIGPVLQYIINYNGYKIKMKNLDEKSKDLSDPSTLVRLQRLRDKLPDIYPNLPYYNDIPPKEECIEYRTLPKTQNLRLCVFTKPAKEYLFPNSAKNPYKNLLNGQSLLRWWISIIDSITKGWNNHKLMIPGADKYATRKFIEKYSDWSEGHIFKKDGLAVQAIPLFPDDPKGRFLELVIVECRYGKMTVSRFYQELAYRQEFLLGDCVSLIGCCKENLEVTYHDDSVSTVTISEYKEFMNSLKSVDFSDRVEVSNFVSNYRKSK
NSD2 inh – NSD2 histone methyltransferase inhibitors, primary screen, biochemical, AlphaScreen, single concentration, set 2 | inhibition, % at 12.5 µM | hit rate 0.54% among 310,000 | NSD2 peptide methylation, 120 min | AID 743445, 2014; in the data active = inhibition above about 50%
dFosB activator – activators of delta FosB homodimer, primary screen, biochemical, fluorescence polarization, TAMRA-CDK5 oligo, single point. Protein FosB (Mus musculus), P13346. purified delta FosB; percent of positive-control signal above neutral wells. activation, % at 25 µM. hit rate 0.99% among 340,000. AID 493131, 2011;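 active = mean activation above about 17%, with every replicate also reaching it, limit read from the data, passing the limit was not always enough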;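 also: fluorescence polarization rise as delta FosB binds a TAMRA Cdk5 AP-1 oligo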
Target sequence (P13346 whole entry, looked up): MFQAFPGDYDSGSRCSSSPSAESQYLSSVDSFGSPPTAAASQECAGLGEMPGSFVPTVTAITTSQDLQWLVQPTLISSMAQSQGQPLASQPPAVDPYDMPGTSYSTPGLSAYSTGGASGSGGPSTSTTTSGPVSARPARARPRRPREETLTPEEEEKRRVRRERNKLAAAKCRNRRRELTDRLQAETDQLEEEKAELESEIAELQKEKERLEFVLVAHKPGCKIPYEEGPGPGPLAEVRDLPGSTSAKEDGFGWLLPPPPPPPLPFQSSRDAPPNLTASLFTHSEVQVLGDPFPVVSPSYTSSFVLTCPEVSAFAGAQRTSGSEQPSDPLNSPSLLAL
SR-BI DiI inh – inhibitors of SR-BI mediated HDL lipid uptake, primary screen, ldlA[mSR-BI] cells, fluorescence, single point; ldlA[mSR-BI] CHO cells, DiI-HDL uptake fluorescence, 3 h; hit rate 0.96% among 320,000; inhibition, % at 12.5 µM; AID 488896, 2010;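 active = mean replicate inhibition of at least 70% and a set share of replicates each scoring 70 or more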;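 also: 0% = median of neutral control wells and 100% = median of positive control wells; values of inactives mirror those of a sister screen read the other way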
CAL PDZ FP-2 – untagged CAL PDZ binding inhibitors, primary screen, biochemical, fluorescence polarization, HTS; Golgi-associated PDZ and coiled-coil motif-containing protein (Homo sapiens), Q9HD26; inhibition, % at 24.9 µM; purified CAL PDZ, TMR-peptide fluorescence polarization, 1 h; AID 602252, 2012; hit rate 0.92% among 300,000;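 active = mean inhibition of at least 30% with at least half of replicates also reaching 30%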;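 also: 0% = DMSO neutral control and 100% = excess unlabeled competitor peptide PRC23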
SR-BI DiI-HDL act – activators of SR-BI mediated DiI-HDL uptake, primary screen, ldlA[mSR-BI] CHO cells, DiI fluorescence; activation, % at 12.5 µM; hit rate 0.096% among 320,000; AID 504775, 2011; 3 h; 100 = double the neutral-control signal;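 active = mean replicate activation of at least 60% and every replicate at or above 60%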;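 also: 0% = median plate neutral-control signal and 100% = twice that signal; values of inactives mirror those of a sister screen read the other way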
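System: LDL receptor-deficient CHO ldlA cells overexpressing murine SR-BI | Timing: 3 h uptake period with compound, 37 °C | Medium: HEPES-buffered (25 mM, pH 7.4) F12 plus 0.5% BSA | Dosing: Single-point compound dose | Signal: Bottom-read fluorescence, 550/595 nm | Read-out: Retained DiI signal reflecting DiI-HDL uptake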
Active calls of the source: *; / = not tested or not shown.

Start of the data: the first ten records, to show the layout:
cpd	SMILES	MITF act	PfHsp90 set2	CAL PDZ FP-1	PvdQ acylase	Rtt109 Vps75
1	CN(CC(=O)Nc1ccccc1Br)C(=O)CCCSc1nc2ccccc2[nH]1	-12	15	-2.4	-10	-3
2	CCOc1cccc(-c2nnc3sc(-c4cccs4)nn23)c1	13	0	-0.9	5	5
3	CN1CCCc2cc(C=O)ccc21	3	-8	-0.8	4	-2
4	CCCc1ccc2oc(C(=O)N3CCC(C(N)=O)(N4CCCCC4)CC3)c(C)c2c1	5	2	-0.9	-16	6
5	CCOC(=O)c1ccc(NC(=S)N2CCCC2)cc1	2	6	-1.9	12	34
6	O=C1Nc2cc(C(F)(F)F)ccc2N2CCCCC12 (stereo unspecified)	-11	-42	-2.0	-16	7
7	CCOC(=O)CCCn1c(C)nc(=O)c(-c2ccccc2)c1C	-8	2	-1.8	10	-12
8	Cc1c(NC(=O)C23CC4CC(CC(Br)(C4)C2)C3)c(=O)n(-c2ccccc2)n1C	6	-21	-0.3	-14	6
9	COc1cc2c(cc1OC)CN(C(=O)c1nn(Cc3ccccc3)c(=O)c3ccccc13)CC2	-29	/	-0.1	-13	11
10	COc1ccc(-c2nc3c(C(=O)NCCN(C)C)cccc3c3ccccc23)cc1	/	0	-15	-5	2

cpd	NSD2 inh	dFosB activator	SR-BI DiI inh	CAL PDZ FP-2	SR-BI DiI-HDL act
1	2	-2	16	-2	-16
2	-3	-33	1	0	-1
3	4	-3	-11	-3	11
4	6	-21	8	-5	-8
5	0	2	-10	-5	10
6	2	-8	/	-2	/
7	0	-7	8	/	-8
8	-3	-4	-19	-5	19
9	2	-3	11	-3	-11
10	4	-77	-7	-15	7

The list itself, from the start:
cpd	SMILES	MITF act	PfHsp90 set2	CAL PDZ FP-1	PvdQ acylase	Rtt109 Vps75
1	CN(CC(=O)Nc1ccccc1Br)C(=O)CCCSc1nc2ccccc2[nH]1	-12	15	-2.4	-10	-3
2	CCOc1cccc(-c2nnc3sc(-c4cccs4)nn23)c1	13	0	-0.9	5	5
3	CN1CCCc2cc(C=O)ccc21	3	-8	-0.8	4	-2
4	CCCc1ccc2oc(C(=O)N3CCC(C(N)=O)(N4CCCCC4)CC3)c(C)c2c1	5	2	-0.9	-16	6
5	CCOC(=O)c1ccc(NC(=S)N2CCCC2)cc1	2	6	-1.9	12	34
6	O=C1Nc2cc(C(F)(F)F)ccc2N2CCCCC12 (stereo unspecified)	-11	-42	-2.0	-16	7
7	CCOC(=O)CCCn1c(C)nc(=O)c(-c2ccccc2)c1C	-8	2	-1.8	10	-12
8	Cc1c(NC(=O)C23CC4CC(CC(Br)(C4)C2)C3)c(=O)n(-c2ccccc2)n1C	6	-21	-0.3	-14	6
9	COc1cc2c(cc1OC)CN(C(=O)c1nn(Cc3ccccc3)c(=O)c3ccccc13)CC2	-29	/	-0.1	-13	11
10	COc1ccc(-c2nc3c(C(=O)NCCN(C)C)cccc3c3ccccc23)cc1	/	0	-15	-5	2

cpd	NSD2 inh	dFosB activator	SR-BI DiI inh	CAL PDZ FP-2	SR-BI DiI-HDL act
1	2	-2	16	-2	-16
2	-3	-33	1	0	-1
3	4	-3	-11	-3	11
4	6	-21	8	-5	-8
5	0	2	-10	-5	10
6	2	-8	/	-2	/
7	0	-7	8	/	-8
8	-3	-4	-19	-5	19
9	2	-3	11	-3	-11
10	4	-77	-7	-15	7

(further entries)
cpd	SMILES	MITF act	PfHsp90 set2	CAL PDZ FP-1	PvdQ acylase	Rtt109 Vps75
11	CCOC(=O)c1ccc(-c2nnc(-c3ccc(Cl)cc3Cl)o2)cc1	87*	/	-0.5	10	3
12	Cc1ccc(NC(=O)COC(=O)Cc2c[nH]c3ccccc23)cc1F	-11	-12	-1.5	-7	3
13	O=C(CNC(=O)c1ccc(Br)o1)NCc1ccc(Cl)cc1	-6	-1	-0.6	10	3
14	COc1ccc(NC(=O)[C@@H]2CCCN2C(=O)[C@@H]2Cc3ccccc3CN2C(=O)OC(C)(C)C)cc1	4	-28	-3.6	-14	18
15	CCCCCNC(=O)c1ccc(NS(=O)(=O)c2ccc3[nH]c(=O)[nH]c3c2)cc1	-8	12	-2.4	9	31
16	COc1ccccc1N1CCN(C(=O)c2cc(C)oc2C)CC1	-17	0	-0.4	9	-3
17	O=C(C[n+]1ccccc1)Nc1ccccc1C(=O)O	-4	-23	-1.8	-16	6
18	CCn1cc(C(=O)N[C@@H](CCSC)C(=O)NCCCOC)c(=O)c2cc3c(cc21)OCO3	-2	19	0.2	5	-7
19	C[C@@H]1CN([C@@H](C)CO)C(=O)c2cccc(NC(=O)c3ccncc3)c2O[C@@H]1CN(C)Cc1ccc(-c2ccccc2)cc1	-6	-14	-1.2	-3	2
20	C/C(=N\NC(=O)c1cc(-c2cccnc2)nc2ccccc12)c1ccc(O)cc1O	-54	-21	-2.1	13	37
21	C/C(=N/Nc1ccccc1C(=O)O)c1cccs1	/	7	-0.6	-15	14
22	COCCN1C(=O)Cc2c1nc(N)c1c(N)nc(N3CCN(c4ccc(F)cc4)CC3)c(C#N)c21	0	-21	-3.4	-7	-1
23	CCC(C)(C)n1nnnc1C(c1cc2ccc(C)cc2[nH]c1=O)N(Cc1cccnc1)Cc1ccco1 (stereo unspecified)	-10	/	-1.8	-4	6

cpd	NSD2 inh	dFosB activator	SR-BI DiI inh	CAL PDZ FP-2	SR-BI DiI-HDL act
11	-2	-2	-15	/	15
12	0	-5	37	4	-37
13	-1	-3	-26	-6	26
14	-1	-16	-3	-1	3
15	1	0	-6	0	6
16	7	-1	8	2	-8
17	-1	-2	-43	-5	43
18	0	9	-12	-4	12
19	/	-2	0	-2	0
20	-6	-10	63	-1	-63
21	3	4	-27	/	27
22	2	0	/	-3	/
23	3	-7	2	-3	-2

Part of the list above in another layout:
20) C/C(=N\NC(=O)c1cc(-c2cccnc2)nc2ccccc12)c1ccc(O)cc1O
- MITF act: -54
- PfHsp90 set2: -21
- CAL PDZ FP-1: -2.1
- PvdQ acylase: 13
- Rtt109 Vps75: 37
- NSD2 inh: -6
- dFosB activator: -10
- SR-BI DiI inh: 63
- CAL PDZ FP-2: -1
- SR-BI DiI-HDL act: -63
12) Cc1ccc(NC(=O)COC(=O)Cc2c[nH]c3ccccc23)cc1F
- MITF act: -11
- PfHsp90 set2: -12
- CAL PDZ FP-1: -1.5
- PvdQ acylase: -7
- Rtt109 Vps75: 3
- NSD2 inh: 0
- dFosB activator: -5
- SR-BI DiI inh: 37
- CAL PDZ FP-2: 4
- SR-BI DiI-HDL act: -37
